OX1R antag-1: OX1R (HCRTR1) antagonists, primary screen, fluorescence, CHO/OX1R cells, Fluo-8 calcium, orexin A; Orexin/Hypocretin receptor type 1 (Homo sapiens), O43613; Fluo-8 calcium fluorescence; inhibition, % at 5 µM; 330,000 compounds, 0.43% hits; AID 434989, 2010;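 active means inhibition above its plate's threshold, mean inhibition of all tested compounds on the plate plus 3 SD, cut at about 37% in these data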;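 further: 0% = orexin A challenge wells and 100% = SB-334867-A antagonist wells; not every result past the cut was called active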
Target sequence (O43613 whole entry, looked up): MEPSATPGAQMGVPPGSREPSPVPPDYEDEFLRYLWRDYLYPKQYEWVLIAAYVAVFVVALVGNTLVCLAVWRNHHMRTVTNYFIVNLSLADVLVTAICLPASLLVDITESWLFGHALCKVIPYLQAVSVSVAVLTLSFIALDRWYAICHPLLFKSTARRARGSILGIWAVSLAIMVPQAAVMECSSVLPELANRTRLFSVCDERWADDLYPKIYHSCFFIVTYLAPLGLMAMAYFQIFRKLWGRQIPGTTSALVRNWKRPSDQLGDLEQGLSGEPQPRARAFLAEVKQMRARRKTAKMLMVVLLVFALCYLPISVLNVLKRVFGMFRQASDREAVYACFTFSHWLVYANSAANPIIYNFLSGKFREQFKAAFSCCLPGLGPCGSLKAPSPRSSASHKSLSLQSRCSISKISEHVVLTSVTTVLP
OX1R antag-2: antagonists of human orexin 1 receptor (OX1R); inhibition, % at 6.6 µM; 330,000 compounds, 1.8% hits; OX1R-expressing cells, FRET antagonist read-out; Orexin/Hypocretin receptor type 1 (Homo sapiens), O43613; AID 485270, 2010; in the data active means inhibition mostly above about 38%, no sharp cut-off; inactive means mostly below about 40%;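 further: 0% = agonist challenge alone and 100% = reference antagonist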
The depositor's hits bear a star.

SMILES	OX1R antag-1	OX1R antag-2
Cc1cccc[n+]1CCCCCCCCCC[n+]1ccccc1C	-20	9
CC(C)(C)NC(=O)C(Cc1ccccc1)NS(=O)(=O)c1cccc2nsnc12 (centres undefined)	36	116*
COCCCn1c(SCC(=O)NC2CCCCC2)nnc1-c1ccco1	-14	22
CC[C@]12c3[nH]c4cc(-c5ccco5)ccc4c3CCN1C(=O)[C@@H](CC(=O)NCc1ccco1)C[C@@H]2C(=O)N1CCN(C(=O)c2ccco2)CC1	36	17
COc1ccc(-c2nc(CNS(=O)(=O)c3cc(OC)ccc3OC)cs2)cc1	-14	15
COc1ccc(CCNC(=O)C(=O)NCC2OCCN2C(=O)c2ccc(Cl)cc2)cc1OC (centres undefined)	-3	9
N/C(=N\OC(=O)COc1cc(Cl)c(Cl)cc1Cl)c1ccncc1	-17	2
COCCCn1c(=O)c2sccc2n(Cc2cccc(C)c2)c1=O	-9	17
O=C(COC(=O)c1c(F)cccc1F)Nc1ccccc1OC(F)F	-12	27
CCOC(=O)/C(N=Nc1ccc(C(=O)O)cc1[N+](=O)[O-])=C(\C)O	-3	50
Cc1ccccc1C(=O)N1CCc2ccccc2C1	1	5
CCC(C)(C)NC(=O)C(c1ccc(C)cc1)N(CC1CCCO1)C(=O)CCC(=O)Nc1ccccn1 (centres undefined)	-42	24
Cc1c(C(=O)c2ccc(Cl)cc2[N+](=O)[O-])c2ccccn2c1CCC#N	-20	37
Cn1c(N)c(C(=O)CSc2nn(-c3ccc(F)cc3)c(=S)s2)c(=O)n(C)c1=O	2	10
Cc1c(/C=N\NC(=O)c2c[nH]c3ccccc23)cnn1C	-13	16
CCc1c(O)nc2ccccn2c1=O	-11	15
CCOC(=O)c1cccc(NC(=O)CSc2nncn2-c2ccccn2)c1	6	17
CCCc1nc2c(=O)[nH]c3ccccc3c2o1	6	7
COc1cc(NC(=O)c2cc(S(=O)(=O)N3CCCCC3)c[nH]2)cc(OC)c1	-4	6
CC1(c2ccccc2Br)NC(=O)N(CC(=O)NC2CCCCC2)C1=O (centres undefined)	-18	1
CC(C)/C=N/Nc1nc(-c2ccc(Br)cc2)cs1	-15	16
COC(=O)c1sccc1N(C)S(C)(=O)=O	14	1
CCOc1ccc(/C=N/N(C)c2ccccc2)cc1OC	-48	12
CCN(CCCNC(=O)CCCCn1c(=O)[nH]c2ccccc2c1=O)c1ccccc1	-39	28
COc1ccccc1-c1cn[nH]c1-c1ccc(O)cc1O	-11	5
COC(=O)Cn1c(-c2ccc(OC)cc2)c(-c2ccc(OC)cc2)nnc1=O	-5	31
COc1ccccc1NC(=O)C(C)OC(=O)CC1CCCCC1 (centres undefined)	-9	2
O=C1N(c2ccccc2)C2CS(=O)(=O)CC2N1c1ccc(Cl)c(Cl)c1 (centres undefined)	5	8
O=C1ON=C(c2ccccc2)/C1=C/c1ccc(O)c(O)c1	2	-6
CCOC(=O)N1CCC(NC(=O)C(CC(C)C)NC(=O)C2CCCCC2)CC1 (centres undefined)	-27	15
Cc1noc(C)c1COc1cccc(C(=O)OCCOc2ccc(F)cc2)c1	-27	26
CCCCCCCC(=O)NNC(=O)Cc1ccccc1	-8	-2
CC1(C(=O)O)CCC(C(=O)Nc2ccc3ccccc3c2)C1(C)C (centres undefined)	-6	6
COc1cccc(C(=O)N2CCN(C3CCC(c4ccccc4)CC3)CC2)c1OC (centres undefined)	-29	12
O=c1c2c3c(sc2nc2n1CCCS2)CCCC3	-45	11
O=C(Nc1cccc(F)c1)NC1(C(=O)N2CCC(O)CC2)CCCCC1	-12	10
CN(Cc1nc2ccccc2n1C)S(=O)(=O)c1ccc(Cl)cc1	-34	15
O/N=C1/CCSc2ccccc21	-13	32
COc1cc(C(=O)N[C@H](C(=O)Nc2nnc(C3CC3)s2)C(C)C)cc(OC)c1OC	-22	22
CCc1cccc(CC)c1NC(=O)c1ccccc1	-14	7
Cc1cc2oc(=O)cc(-c3ccccc3)c2c(C)c1-c1ccc(OC(F)(F)F)cc1	1	3
O=C(NC1CCCCCCC1)C1c2ccccc2C(=O)N1Cc1ccco1 (centres undefined)	-26	7
CCN(Cc1ccccc1)C(=O)COC(=O)c1cc(S(=O)(=O)Nc2ccccc2OC)ccc1O	26	19
COc1ccc(N=C2SC(C(=O)N3CCN(c4ccc([N+](=O)[O-])cc4)CC3)CC(=O)N2C)cc1 (centres undefined)	-10	9
CCOc1ccc(S(=O)(=O)Nc2cccc(C(=O)N3CCN(C(C)=O)CC3)c2)cc1	-12	8
O=C(CSc1nnc(C2CCCCC2)o1)N1CCCCC1	-32	14
CC1=NN(C(=O)c2ccco2)C(O)(c2ccccc2)C1 (centres undefined)	-20	13
COCCCNC(=O)CCS(=O)(=O)Cc1ccc(C)cc1	-18	14
CC(C)Nc1nnc(SCC(=O)N2CCN(C(=O)c3ccco3)CC2)s1	5	8
Cn1c(=O)c2c(ncn2CCOc2ccc(F)cc2)n(C)c1=O	-11	24
CCn1cc(C(=O)NCCCN2CC(C)CC(C)C2)c(=O)c2cc(S(=O)(=O)N(C)C)ccc21 (centres undefined)	-17	10
CS/C(Nc1cc(Cl)ccc1Cl)=C(/C#N)C(=O)c1ccco1	-22	7
O=C(CC1C(=O)NCCN1Cc1ccc(-c2ccccc2)cc1)NCCCn1ccnc1 (centres undefined)	-13	7
COc1ccc(-c2c[n+]3c4n2CCCCC4=C(c2ccccc2)C3)cc1	-16	24
CC(C)CC1(C)NC(=O)N(CCN2C(=O)c3ccccc3C2=O)C1=O (centres undefined)	-6	6
Cc1cc(NC(=O)c2ccc3c(c2)C(=O)N(c2cccc(C)c2C)C3=O)no1	-10	22
O=S1(=O)CCOC[C@H](Cc2ccccc2)N1Cc1cccc(Cl)c1	-12	31
Cc1cc(C)cc(C(=O)NCC(=O)OCC(=O)NCc2ccco2)c1	-7	5
CCOc1cc(/C=N/n2cnnc2)cc(Br)c1O	-7	39
Cc1ccc(N(C(=O)Nc2ccccc2)C2=NCC(C)S2)cc1 (centres undefined)	-19	6

Next records.
SMILES	OX1R antag-1	OX1R antag-2
Cc1ccccc1NC(=O)CSc1[nH]c(=O)cc(C)c1C#N	-2	9
Cc1oc2ccccc2c1-c1cn2c(n1)SCC2	-24	23
COc1cc(C(=O)NNC(=O)c2ccc3c(c2)OCCO3)cc(OC)c1OC	-9	-2
Cc1nn(-c2ccccc2)c(C)c1NC(=O)COC(=O)c1ccccc1OC(F)F	-2	19
CCOC12CC(C)(C)CC(C)(CC3=C1C(=O)CC(C)(C)C3)C2 (centres undefined)	-11	9
Cc1ccc(-c2c(C(=O)O)c3ccccc3[nH]c2=O)cc1	0	-7
CC(C)(C)c1ccc(S(=O)(=O)NNC(=O)c2cc3ccccc3[nH]2)cc1	-40	3
CC1(C)Cc2c(c(N3CCOCC3)nc3snc(N)c23)CO1	-13	8
CCOC(=O)CCn1cc(F)c(=O)[nH]c1=O	-12	15
O=C(C1=C[C@@H](c2csc3ccccc23)C[C@@H](OCc2ccc(CO)cc2)O1)N1CCN(Cc2ccccc2)CC1	-17	11
CCOc1ccc(NC(=S)NC(=O)/C=C/c2ccc(OC)cc2)c([N+](=O)[O-])c1	-24	11
CCS(=O)(=O)c1nc(S(=O)(=O)c2ccc(Cl)cc2)c(N2CCN(C)CC2)s1	-12	2
CCOC(=O)CSc1ncc(OC)c(=O)[nH]1	-5	8
CCN(CC)CCn1c(=S)[nH]c2cc3c(cc2c1=O)OCO3	-2	18
Cc1sc2ncnc(SCc3ccc(C(=O)O)cc3)c2c1C	-2	18
Cc1ccccc1NC(=O)CC1C(=O)Nc2ccccc2N1CC(=O)N(C)C1CCS(=O)(=O)C1 (centres undefined)	-9	2
C#CCOc1ccc(/C=C2\SC(=S)N(Cc3cccnc3)C2=O)cc1	-20	7
Cc1cc(C(=O)COC(=O)CNC(=O)c2ccccc2)c(C)n1CC1CCCO1 (centres undefined)	-16	21
Cc1ccc(NC(=O)CSCc2cc(=O)n3cc(C)sc3n2)c(C)c1	-32	17
CCC(=O)Nc1nn(C)c2nc3c(C)cccc3cc12	-21	20
COc1ccc2nc(-n3c(C)ccc3C)sc2c1	-2	10
CC(=O)N/C(=N/c1nc(C)cc(C)n1)Nc1ccc(F)cc1F	-29	3
Cc1cccc(NC(=O)c2ccc(C(=O)c3ccccc3)cc2)n1	-20	21
Cc1onc(-c2ccccc2)c1C(=O)NCCc1ccncc1	-18	5

Shown with values ahead of the structure: entries from further up.
| OX1R antag-1 | OX1R antag-2 | structure |
| --- | --- | --- |
| -16 | 21 | Cc1cc(C(=O)COC(=O)CNC(=O)c2ccccc2)c(C)n1CC1CCCO1 (centres undefined) |
| -32 | 17 | Cc1ccc(NC(=O)CSCc2cc(=O)n3cc(C)sc3n2)c(C)c1 |
| -29 | 3 | CC(=O)N/C(=N/c1nc(C)cc(C)n1)Nc1ccc(F)cc1F |
| -9 | 2 | Cc1ccccc1NC(=O)CC1C(=O)Nc2ccccc2N1CC(=O)N(C)C1CCS(=O)(=O)C1 (centres undefined) |
| -21 | 20 | CCC(=O)Nc1nn(C)c2nc3c(C)cccc3cc12 |
| -2 | 18 | Cc1sc2ncnc(SCc3ccc(C(=O)O)cc3)c2c1C |
| -20 | 7 | C#CCOc1ccc(/C=C2\SC(=S)N(Cc3cccnc3)C2=O)cc1 |

(listing goes on)
SMILES	OX1R antag-1	OX1R antag-2
Cc1ccc(/C=N/NC(=O)Cc2c[nH]c3ccccc23)c(C)c1	-10	25
Cn1c(SCn2nnc3ccccc3c2=O)nc2ccccc2c1=O	-10	21
CC1CCCCC1NC(=O)CCCCCn1c(=S)[nH]c2ccsc2c1=O (centres undefined)	-23	12
CC(C)CCOc1ccc(-c2c(=O)n(OCc3ccc([N+](=O)[O-])cc3)c3ccccc3[n+]2[O-])cc1	-23	17
CC1(c2ccccc2)NC(=O)N(CC(=O)Nc2ccc(C(N)=O)cc2)C1=O (centres undefined)	-1	10
COCCNC(=O)NC12CC3CC(CC(C3)C1)C2	-7	19
O=C1C2C3C=CC(C4CC34)C2C(=O)N1/N=C/c1c[nH]c2ccccc12 (centres undefined)	-23	11
O=C(COc1ccc([N+](=O)[O-])cc1)NCc1ccccc1	-1	5
Cc1ccc(C)c(S(=O)(=O)N2CCN(C(=O)CSC(=S)N3CCCC3)CC2)c1	-15	1
CC(C)c1ccc(NC(=O)C2CC3CCC2C3)cc1 (centres undefined)	-25	11
CCOc1cccc(/C=C/c2ccc3cccc(O)c3n2)c1O	3	14
COc1ccccc1-n1cnc2cc(NS(=O)(=O)c3ccc(Br)cc3)ccc21	12	37
CN(C)c1ccc(/C=N/NC(=O)c2ccc(NC(=O)c3ccccc3)cc2)cc1	-17	8
O=C(COC(=O)CNC(=O)c1sc2ccccc2c1Cl)NC1CCS(=O)(=O)C1 (centres undefined)	-15	21
CCOC(=O)c1cnc(-n2nc(C)cc2C)nc1Nc1cccc(C(C)=O)c1	-16	0
COCCCNC(=O)Cn1c(=O)n(Cc2ccc(C(=O)NCCc3ccc(OC)c(OC)c3)cc2)c(=O)c2ccccc21	-17	15
NC(=O)c1ccc(NC(=O)COC(=O)c2ccccc2Nc2ccccc2)cc1	5	24
Cc1cccc(C(=O)N(C)c2nnc(-c3ccncc3)s2)c1	-22	31
CC(C)CN(C(=O)CN1C(=O)NC2(CCc3ccccc32)C1=O)C1CCS(=O)(=O)C1 (centres undefined)	-11	-5
Clc1ccc(NC2=NCCCCC2)cc1	-9	4
CNC(=O)c1cc(C(=O)c2ccc(F)cc2Cl)c[nH]1	-10	-12
CC(=O)Nc1ccc(C(=O)N/N=C/c2ccccc2OCc2ccccc2)cc1	-22	17
C=CCC[C@@H](Cc1ccc(F)cc1)C(=O)OC[C@@H](Cc1c[nH]c2ccccc12)NC(=O)[C@H](CC=C)CC(=O)N(CCO)Cc1ccccc1	37	14
Cc1cccc2cc(CN(Cc3ccccc3)C(=O)N(C)C)c(=O)[nH]c12	-36	9

Profiles from above. Order of values: OX1R antag-1	OX1R antag-2
`CC(C)CN(C(=O)CN1C(=O)NC2(CCc3ccccc32)C1=O)C1CCS(=O)(=O)C1` (centres undefined) as listed: -11	-5
`Clc1ccc(NC2=NCCCCC2)cc1` as listed: -9	4

Other results follow.
SMILES	OX1R antag-1	OX1R antag-2
CCOC(=O)c1c(C)c(C(=O)NCCN2CCOCC2)c(C)n1C	-5	7
C=CCN=C1S/C(=C\c2ccc(Cl)cc2)C(=O)N1CC=C	-36	3
Cc1ccc(NC(=O)CSc2nnc(N)s2)c([N+](=O)[O-])c1	4	53
Cc1ccc(S(=O)(=O)N/N=C/c2ccccc2F)cc1[N+](=O)[O-]	-9	-7
COCCn1c(SCC(=O)NC(=O)NCc2ccccc2)nc2ccccc21	-34	11
COc1cccc(OC)c1OCCCSc1nc(C)cc(=O)[nH]1	-10	12
CC(=O)c1c(O)c2ccccc2n(Cc2ccccc2)c1=O	-24	2
COc1ccc(Nc2nc3ccc(C)cn3c(=O)c2/C=N/O)cc1	-28	32
COc1ccc(N2C(=O)CC(n3cnc4ccccc43)C2=O)cc1 (centres undefined)	-17	8
COc1ccccc1CN(C)C(=O)CSc1nnc(C2CC2)n1C1CC1	-16	14
O=C(NCc1cc([N+](=O)[O-])ccc1O)c1cccc(NS(=O)(=O)c2ccccc2)c1	-17	18
COCCOCCn1c(/C=C/c2ccccc2)nc2ccccc21	-21	8
COC(=O)/C=C1\SC(N2CCOCC2)=C(c2ccc(OC)cc2)C1=O	-16	70*

An excerpt of these results, with the structure last.
OX1R antag-1	OX1R antag-2	mol
-34	11	COCCn1c(SCC(=O)NC(=O)NCc2ccccc2)nc2ccccc21
-16	14	COc1ccccc1CN(C)C(=O)CSc1nnc(C2CC2)n1C1CC1

Compound activity from PubChem BioAssay.

Rows are unselected, and some 2% of all compounds hit somewhere here.
